# Assay outcomes as filed in PubChem.
# Tat transport: blocks Tat-dependent protein export in E. coli | AID 488895 | inhibition, % at 10 µM | hit rate 0.036% among 340,000 | E. coli MC4100 TorA-mCherry Tat export, fluorescence;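 active means mean replicate inhibition at least 50% and at least half of replicates individually reaching 50%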;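 further: exported cargo escapes ClpAP degradation while cytoplasmic cargo is degraded and loses fluorescence; 0% = median of neutral control wells and 100% = median of NaSCN control wells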
# CAL PDZ FP-1: inhibitors of human CAL PDZ peptide binding | Q9HD26 | purified CAL PDZ, TMR-peptide fluorescence polarization, 1 h | inhibition, % at 24.9 µM | hit rate 0.92% among 300,000 | AID 602252;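 active means mean inhibition of at least 30% with at least half of replicates also reaching 30%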;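 further: 0% = DMSO neutral control and 100% = excess unlabeled competitor peptide PRC23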
# V-ATPase pH: yeast V-ATPase proton transport regulation by pHLuorin; S. cerevisiae, pHLuorin cytosolic pH fluorescence; response, % at 10 µM; hit rate 0.37% among 350,000; AID 504577; in the data active means response mostly above about 7.3%, no sharp cut-off; inactive means mostly below about 5.4%; further: actives read high; inactives centre near 0; some compounds called inactive have numbers as strong as hits
# MITF TRPM1 HTS: MITF TRPM1 promoter activation in melanoma cells; AID 588334; SK-MEL-5 TRPM1-promoter luciferase, 24 h; % of positive control, neutral wells = 0; activation, % at 12.5 µM; hit rate 0.75% among 300,000;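 active means mean activation of at least 80% with every replicate also reaching 80%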;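 further: 0% = neutral control wells and 100% = parthenolide positive control wells; values of inactives mirror those of a sister screen read the other way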
# Rtt109 Vps75: C. albicans Rtt109 histone acetyltransferase inhibition; inhibition, % at 34.9 µM; hit rate 0.16% among 330,000; purified Rtt109/Vps75, ThioGlo CoA-SH fluorescence, 4 h;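 active means inhibition of at least 50% in every replicate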
# Target sequence (Q5AAJ8 whole entry, looked up): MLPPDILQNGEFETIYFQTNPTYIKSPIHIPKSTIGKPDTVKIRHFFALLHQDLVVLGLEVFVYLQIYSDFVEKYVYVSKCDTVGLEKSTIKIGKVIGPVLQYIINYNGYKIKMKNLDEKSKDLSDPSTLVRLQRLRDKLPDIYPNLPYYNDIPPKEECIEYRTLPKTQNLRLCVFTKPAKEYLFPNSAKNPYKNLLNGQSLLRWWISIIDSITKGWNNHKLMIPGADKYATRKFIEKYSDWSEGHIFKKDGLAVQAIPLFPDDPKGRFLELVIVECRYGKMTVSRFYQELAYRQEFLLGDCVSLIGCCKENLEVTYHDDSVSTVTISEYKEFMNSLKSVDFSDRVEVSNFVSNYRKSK
# CAL PDZ FP-2: blocks peptide binding to human CAL PDZ domain | purified CAL PDZ, TMR-peptide fluorescence polarization, 1 h | inhibition, % at 20 µM | hit rate 0.02% among 330,000 | AID 504414;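 active means highest replicate inhibition of at least 40%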;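 further: plate controls were DMSO neutral control wells for no effect and unlabeled competitor peptide control wells for full effect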
#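 Control set: unlabelled peptide and DMSO controls / Material: purified CerCALP PDZ construct / Timing: 1 h incubation at room temperature before polarization reading / Doses: 20 µM, one dose / Detection: fluorescence polarization (mP)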
# RTF Ca sens act: cardiac RTF calcium sensitization | hit rate 0.24% among 340,000 | IANBD-labeled TnC RTF fluorescence at EC20 calcium; 0% EC20 calcium, 100% full calcium | AID 493008 | activation, % at 7.2 µM;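 active means activation above the mean over all tested compounds plus 3 SD, cut at about 30% in these data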;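 further: rise in fluorescence read as greater calcium sensitivity of cardiac thin filaments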
# Wnt bcat act: Wnt/beta-catenin pathway activation; AID 743398; Wnt/beta-catenin reporter cell assay, activator, plate reader; hit rate 1.2% among 300,000; activation, % at 9.35 µM; in the data active means activation above about 30%, passing the limit was not always enough;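 further: 0% = neutral control wells and 100% = positive control wells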
# CDK5 inh: blocks human CDK5/p35 kinase activity | hit rate 0.01% among 330,000 | inhibition, % at 10 µM | Q00535+Q15078 | Recombinant CDK5/p35, ADP-Glo luminescence, 60 min | AID 488839;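 active means highest replicate inhibition of at least 50% and at least 75% of replicates reaching 50%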;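 further: plate controls were DMSO neutral control for no effect and GW8510 at 10 µM for full effect; many of its hits are not listed in these tables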
# dFosB activator: activators of mouse delta FosB homodimer. purified delta FosB, TAMRA-CDK5 oligo fluorescence polarization; percent of positive-control signal above neutral wells. hit rate 0.99% among 340,000. P13346. activation, % at 25 µM;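 active means mean activation above about 17%, with every replicate also reaching it, limit read from the data, passing the limit was not always enough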;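 further: fluorescence polarization rise as delta FosB binds a TAMRA Cdk5 AP-1 oligo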
# Target sequence (P13346 whole entry, looked up): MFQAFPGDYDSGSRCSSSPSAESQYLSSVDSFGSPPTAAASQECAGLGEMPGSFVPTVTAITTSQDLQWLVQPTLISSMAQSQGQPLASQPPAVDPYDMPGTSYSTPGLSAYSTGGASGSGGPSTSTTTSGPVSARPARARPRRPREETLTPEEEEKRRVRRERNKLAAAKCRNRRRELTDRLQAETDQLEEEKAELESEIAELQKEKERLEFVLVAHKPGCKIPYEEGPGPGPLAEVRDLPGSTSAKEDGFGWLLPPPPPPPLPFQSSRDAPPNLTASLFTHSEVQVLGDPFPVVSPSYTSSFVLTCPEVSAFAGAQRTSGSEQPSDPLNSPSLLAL
# An asterisk follows results filed as active; . = not tested or not shown.
# Labels used below: A = Tat transport; B = CAL PDZ FP-1; C = V-ATPase pH; D = MITF TRPM1 HTS; E = Rtt109 Vps75; F = CAL PDZ FP-2; G = RTF Ca sens act; H = Wnt bcat act; I = CDK5 inh; J = dFosB activator
COc1ccccc1OCCC(=O)NCc1ccc2c(c1)OCO2
  A = -1; B = 9; C = -1; D = -7; E = 2; F = 0.8; G = -5; H = -2; I = -0.2; J = -2

CC1CCCC(=NNC(=O)C2COc3ccccc3O2)C1 (configuration not stated)
  A = -14; B = 3; C = -3; D = -4; E = 7; F = -0.2; G = 0; H = -2; I = 0.8; J = 1

COc1ccccc1NC(=O)CN(Cc1ccco1)C(=O)c1ccc(Cl)nc1
  A = -8; B = -3; C = 1; D = 2; E = -13; F = -1.5; G = 4; H = -1; I = 6.8; J = -5

COc1ccc(Cl)cc1-n1c(=S)sc2c(=O)[nH]c(SCC(=O)NCCC(C)C)nc21
  A = -5; B = -15; C = 0; D = 4; E = 1; F = -0.8; G = -5; H = -1; I = -2.7; J = 5

Cc1ccc(/C=N/NC(=O)CN2CCN(Cc3ccccc3Cl)CC2)o1
  A = 5; B = -4; C = 8; D = 4; E = 11; F = -0.5; G = -3; H = -4; I = -0.2; J = -13

Cc1ccc(CCNC(=O)C2CCN(C(=O)N(C)C)CC2)cc1
  A = 2; B = -2; C = -3; D = -11; E = -1; F = -0.6; G = 8; H = .; I = 0.4; J = 2

CC1CC(C)(C)n2c(O)c(N=NC(N)=S)c3cccc1c32 (configuration not stated)
  A = 6; B = 0; C = 4; D = 17; E = 1; F = 0.4; G = -4; H = 2; I = -7.1; J = -5

CCCc1nc(SCC(=O)O)c2sc(=S)n(-c3ccccc3)c2n1
  A = -1; B = 1; C = 2; D = 4; E = 5; F = -2.1; G = -1; H = 0; I = -0.8; J = -4

Cc1cccc(Nc2nnc(SCC(=O)c3ccc(O)cc3O)s2)c1
  A = 6; B = 0; C = -3; D = 14; E = -13; F = -3.2; G = -1; H = 1; I = -2.0; J = 9

COc1cc(-n2c(C)nc3cc(C(=O)NCc4ccco4)ccc32)cc(OC)c1OC
  A = -3; B = -4; C = 0; D = 2; E = 7; F = -2.6; G = 1; H = .; I = -0.6; J = 1

Cc1ccc(NC(=O)c2ccc(-n3cccn3)c([N+](=O)[O-])c2)cc1C
  A = -1; B = -3; C = 8; D = .; E = -5; F = -0.3; G = 5; H = .; I = 0.3; J = -2

CCC(C)NC(=O)C(NS(=O)(=O)c1cccc2nsnc12)c1ccccc1 (configuration not stated)
  A = 5; B = -4; C = 2; D = -1; E = -3; F = 0.1; G = -2; H = -1; I = 0.4; J = -12

CCOc1ccc(-c2cc(C)n3nc(C(N)=O)cc3n2)cc1
  A = 1; B = 0; C = 0; D = -1; E = -71; F = 0.8; G = -3; H = -2; I = 1.2; J = 1

COC(=O)N/N=C/c1ccccc1Cl
  A = 2; B = 3; C = 3; D = 11; E = -7; F = 0.0; G = 4; H = -2; I = -1.4; J = 1

COc1ccc(NC(=O)CN(C)C(=O)CCCNC(=O)c2ccc(Cl)cc2)cc1
  A = 18; B = -1; C = 3; D = 24; E = -2; F = -3.1; G = -1; H = 3; I = -5.9; J = -2

# An excerpt taken from the entries so far, for reference:
# Labels used below: A = Tat transport; B = CAL PDZ FP-1; C = V-ATPase pH; D = MITF TRPM1 HTS; E = Rtt109 Vps75; F = CAL PDZ FP-2; G = RTF Ca sens act; H = Wnt bcat act; I = CDK5 inh; J = dFosB activator
COc1ccccc1OCCC(=O)NCc1ccc2c(c1)OCO2
  A = -1; B = 9; C = -1; D = -7; E = 2; F = 0.8; G = -5; H = -2; I = -0.2; J = -2

CC1CCCC(=NNC(=O)C2COc3ccccc3O2)C1 (configuration not stated)
  A = -14; B = 3; C = -3; D = -4; E = 7; F = -0.2; G = 0; H = -2; I = 0.8; J = 1

COc1ccccc1NC(=O)CN(Cc1ccco1)C(=O)c1ccc(Cl)nc1
  A = -8; B = -3; C = 1; D = 2; E = -13; F = -1.5; G = 4; H = -1; I = 6.8; J = -5

COc1ccc(Cl)cc1-n1c(=S)sc2c(=O)[nH]c(SCC(=O)NCCC(C)C)nc21
  A = -5; B = -15; C = 0; D = 4; E = 1; F = -0.8; G = -5; H = -1; I = -2.7; J = 5

Cc1ccc(/C=N/NC(=O)CN2CCN(Cc3ccccc3Cl)CC2)o1
  A = 5; B = -4; C = 8; D = 4; E = 11; F = -0.5; G = -3; H = -4; I = -0.2; J = -13

Cc1ccc(CCNC(=O)C2CCN(C(=O)N(C)C)CC2)cc1
  A = 2; B = -2; C = -3; D = -11; E = -1; F = -0.6; G = 8; H = .; I = 0.4; J = 2

CC1CC(C)(C)n2c(O)c(N=NC(N)=S)c3cccc1c32 (configuration not stated)
  A = 6; B = 0; C = 4; D = 17; E = 1; F = 0.4; G = -4; H = 2; I = -7.1; J = -5

CCCc1nc(SCC(=O)O)c2sc(=S)n(-c3ccccc3)c2n1
  A = -1; B = 1; C = 2; D = 4; E = 5; F = -2.1; G = -1; H = 0; I = -0.8; J = -4

Cc1cccc(Nc2nnc(SCC(=O)c3ccc(O)cc3O)s2)c1
  A = 6; B = 0; C = -3; D = 14; E = -13; F = -3.2; G = -1; H = 1; I = -2.0; J = 9

COc1cc(-n2c(C)nc3cc(C(=O)NCc4ccco4)ccc32)cc(OC)c1OC
  A = -3; B = -4; C = 0; D = 2; E = 7; F = -2.6; G = 1; H = .; I = -0.6; J = 1

Cc1ccc(NC(=O)c2ccc(-n3cccn3)c([N+](=O)[O-])c2)cc1C
  A = -1; B = -3; C = 8; D = .; E = -5; F = -0.3; G = 5; H = .; I = 0.3; J = -2

CCC(C)NC(=O)C(NS(=O)(=O)c1cccc2nsnc12)c1ccccc1 (configuration not stated)
  A = 5; B = -4; C = 2; D = -1; E = -3; F = 0.1; G = -2; H = -1; I = 0.4; J = -12

# Later entries:
# Sequence of screens: Tat transport	CAL PDZ FP-1	V-ATPase pH	MITF TRPM1 HTS	Rtt109 Vps75	CAL PDZ FP-2	RTF Ca sens act	Wnt bcat act	CDK5 inh	dFosB activator
- O=C(NNC(=S)NCC1CCCO1)c1cccc(S(=O)(=O)N2CCOCC2)c1 (configuration not stated)
  -1	4	2	-6	-40	0.5	2	3	0.1	2
- O=C(NS(=O)(=O)c1ccccc1)c1cccc(Br)c1
  -9	.	-2	10	-2	-0.1	-3	-2	-1.7	5
- Cc1cc(C)nc(SCc2ccc(F)cc2)n1
  1	-5	2	7	-1	-2.3	-1	-1	0.3	-12
- CCSc1nnc(-c2ccccc2N)c(=O)[nH]1
  3	-3	0	19	5	-2.8	-5	10	0.7	-5
- Cc1c(CCC(=O)O)c(=O)oc2cc(OCc3ccccc3Br)ccc12
  -5	1	4	-4	-3	-3.7	6	0	0.9	-20
- CCN1CCN(S(=O)(=O)c2ccc(F)c(C(=O)Nc3c(F)cc(F)cc3Br)c2)CC1
  -1	5	1	2	5	-0.8	4	-2	-0.4	-5
- COC(=O)c1cc(=O)n(CCc2ccc(OC)c(OC)c2)c(=Nc2ccc(F)c(Cl)c2)s1
  -1	-2	2	-6	5	-0.4	-1	-11	-0.4	-6
- N#Cc1cccc(NC(=O)COC(=O)c2cccc(N3C(=O)c4ccccc4C3=O)c2)c1
  -6	-1	2	4	1	-1.8	3	.	0.3	1
- O=C(Cn1ccc(NC(=O)OCc2ccccc2)nc1=O)NCc1ccc2[nH]ccc2c1
  10	0	5	-6	3	1.4	7	0	-4.3	3
